ALOX12 inh – inhibitors of human 12S-lipoxygenase ALOX12 | P18054 | purified 12hLO, xylenol orange hydroperoxide absorbance | Potency, µM (top dose mostly 108 µM), for the others: at the top dose activity change, negative = inhibition, actives largely listed as inhibitors | 580,000 compounds, 1.1% hits; further: potency means the concentration at half of the fitted maximal effect; on the % scale 0 is the no-effect control and ±100 the full control effect
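Purified human 12hLO at 150 nM in 25 mM Hepes, 0.01% Triton X-100, pH 7.0, preincubated 15 min at room temperature with compound. Reaction started with 40 uM arachidonic acid, 30 min at room temperature. Hydroperoxide measured by Fe-xylenol orange, 573/405 nm absorbance ratio.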
RGS4 inhibitor – inhibitors of human regulator of G protein signaling 4; Transcreener GDP fluorescence polarization, RGS4-accelerated GTP hydrolysis; Potency, µM (titrated, usually from 114 µM), without a hit: top-dose activity change, negative = inhibition, most hits filed as inhibitors; 390,000 compounds, 0.039% hits; AID 504845; further: potency means the concentration at half of the fitted maximal effect; on the % scale 0 is the no-effect control and ±100 the full control effect; nearly all actives have a fitted effect of over 75% in size; some results filed as inactive show a strong effect at the top dose
Target sequence (P49798 whole entry, looked up): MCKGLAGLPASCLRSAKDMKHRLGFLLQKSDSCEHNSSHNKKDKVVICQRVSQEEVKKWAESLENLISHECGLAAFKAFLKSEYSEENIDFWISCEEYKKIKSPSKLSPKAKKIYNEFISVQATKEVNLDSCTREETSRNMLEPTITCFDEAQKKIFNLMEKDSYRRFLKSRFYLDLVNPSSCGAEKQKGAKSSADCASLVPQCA
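MLSMR compounds (23 nl, pin-transferred) preincubated 10 min at room temperature with a 500nM (2x) first reagent, then RGS4 at 900nM (2x) plus Transcreener GDP mix added; fluorescence polarization (620/688 nm) read before and after 90 min at 30 °C.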
POLK inh – inhibitors of human DNA polymerase kappa. Q9UBT6. purified Pol kappa, fluorescent DNA synthesis assay, 10 min. Potency, µM (doses to about 107 µM), without a hit: at the highest dose activity, negative = inhibition, most hits filed as inhibitors. 400,000 compounds, 0.53% hits; further: potency means the concentration at half of the fitted maximal effect; on the % scale 0 is the no-effect control and ±100 the full control effect
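Inhibition of 10 nM Pol kappa is measured by a fluorescent read-out at 0 and 10 min following addition of 50 nM substrate (final), with a 15-min room-temperature compound preincubation.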
Apoferritin bind – candidate novel general anesthetic via apoferritin binding. P02791. Potency, µM (doses to about 77.5 µM), for the others: at the top dose activity change, negative = displacement, hits mostly inhibitors. 350,000 compounds, 0.074% hits. apoferritin/1-aminoanthracene competitive binding, fluorescence; further: potency means the concentration at half of the fitted maximal effect; on the % scale 0 is the no-effect control and ±100 the full control effect; nearly all actives have a fitted effect of over 20% in size
Target sequence (P02791 2-175 limits assumed): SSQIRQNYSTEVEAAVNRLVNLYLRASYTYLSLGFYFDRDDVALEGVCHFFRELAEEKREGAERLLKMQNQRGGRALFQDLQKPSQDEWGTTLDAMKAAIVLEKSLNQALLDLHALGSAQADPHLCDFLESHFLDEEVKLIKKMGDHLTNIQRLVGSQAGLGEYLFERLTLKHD
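10 uM apoferritin + 50% sat. 1-AMA, PBS; cpd 10 min RT; Ex380/Em535 endpoint; normalized to free probe vs complex; 4-param Hill fit; propofol titration as pos. ctrl.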
Pol eta inh – blocks human DNA polymerase eta activity; 390,000 compounds, 1.2% hits; AID 588591; recombinant Pol eta, fluorescent DNA replication assay; Potency, µM (highest dose often 114 µM), without a hit: at the highest dose activity change, negative = inhibition, usual class: inhibitors; Q9Y253; further: potency means the concentration at half of the fitted maximal effect; on the % scale 0 is the no-effect control and ±100 the full control effect
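Pol eta (10 nM) was preincubated with compounds for 15 min at room temperature, after which fluorescent replication substrate (50 nM final) was added to start the reaction. Fluorescence was read kinetically at 0 and 10 min.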
APE1 inh – inhibitors of human APE1 endonuclease. P27695. recombinant APE1, TAMRA/BHQ-2 abasic DNA cleavage fluorescence. AID 2517. Potency, µM (titrated, usually from 65.8 µM), without a hit: at the top dose activity change, negative = inhibition, hits mostly inhibitors. 350,000 compounds, 0.35% hits;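 further: potency means the concentration at half of the fitted maximal effect; plate controls were vehicle for no effect and reference inhibitor for full effect; nearly all actives have a fitted effect of over 55% in size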
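Measures dequenching upon AP-site incision of a 5'-TAMRA/3'-BHQ-2 THF-containing duplex, 50 nM; human APE1 0.75 nM after 15 min room-temperature exposure to compound; kinetic three-point read at one-minute spacing.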
Pol beta inh – blocks human DNA polymerase beta activity. Potency, µM (series often up to 114 µM), without a hit: top-dose activity change, negative = inhibition, hits mostly inhibitors. Pol beta primer extension/strand displacement, fluorescence kinetic. 340,000 compounds, 1.3% hits. AID 485314; further: potency means the concentration at half of the fitted maximal effect; on the % scale 0 is the no-effect control and ±100 the full control effect
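Curves were derived by four-parameter Hill fits of normalized qHTS data. The kinetic fluorescent primer-extension read was taken at 0 and 10 min after 50 nM substrate, following a 15 min room-temperature preincubation of 10 nM enzyme with compounds.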
ERG-DNA inh – ERG Ets/DNA interaction inhibition. P11308. fluorescence polarization, His-ERG Ets domain / labelled DNA. Potency, µM (doses to about 76.9 µM), without a hit: at the top dose FP activity, negative = inhibition, usual class: inhibitors. 370,000 compounds, 0.028% hits; active means well fitted inhibition curve with a large enough effect in the polarisation, with a control signal flat; inconclusive means small, poorly fitted or top-dose-only effect, or effect the other way, or a change in a side signal; inactive means no such curve, though single readings can be large or run the other way; the % refers to the polarisation;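 further: polarization taken with two DNA probes labelled with fluorescein and Texas red; potency means the concentration at half of the fitted maximal effect; % of control where 0% means no effect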
Target sequence (P11308 whole entry, looked up, the tested form may be a part): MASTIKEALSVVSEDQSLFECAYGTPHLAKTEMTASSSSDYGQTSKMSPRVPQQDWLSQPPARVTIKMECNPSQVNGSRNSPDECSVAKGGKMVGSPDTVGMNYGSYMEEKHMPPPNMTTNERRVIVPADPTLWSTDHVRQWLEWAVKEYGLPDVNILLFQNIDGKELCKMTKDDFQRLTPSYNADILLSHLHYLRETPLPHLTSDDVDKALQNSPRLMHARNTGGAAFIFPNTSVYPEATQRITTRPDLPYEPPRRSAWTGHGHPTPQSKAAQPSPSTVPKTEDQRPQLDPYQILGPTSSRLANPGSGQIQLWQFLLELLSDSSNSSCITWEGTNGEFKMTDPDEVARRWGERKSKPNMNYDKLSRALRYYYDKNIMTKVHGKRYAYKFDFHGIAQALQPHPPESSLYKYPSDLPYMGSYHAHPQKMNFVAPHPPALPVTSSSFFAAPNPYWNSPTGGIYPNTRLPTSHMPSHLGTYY
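His-tagged ERG Ets domain (1 uM in the protein solution; 300mM KCl, 50mM Tris-HCl, 1mM EDTA, 1mM DTT, pH 7.5) received compound, then a probe mix of 5 nM fluorescein-DNA and 100nM Texas-615-DNA. Fluorescence polarization was read for both dyes.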
LDHA inh – LDHA (human) enzyme inhibition | AID 1347041 | P00338 | activity change, % (values are at about 110 or 230 µM) | 480,000 compounds, 0.15% hits | purified LDHA, NADH/diaphorase-resazurin fluorescence; hits give low values; in the data active means activity change below about -30%; inconclusive means mostly about -25% to -30%;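 further: plate controls were DMSO wells for no effect and wells without enzyme for full effect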
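LDH5 2 nM; NADH 0.06 mM, pyruvate 0.2 mM; 200 mM Tris pH 7.4, EDTA, Tween-20; 5 min RT. Detection: diaphorase 0.133 mg/mL + resazurin 37 µM, fluorescence ex540/em590 at 0 and 20 min; normalized to enzyme-free and DMSO wells.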
Numbers without * were called inactive; ? = inconclusive; . = no result given; & = joins results of further samples; [ ] = remark or other dose. Unless noted, the call rests on the fitted dose curve; in most records, active means well fitted curve in the direction sought with a large enough effect; inconclusive means small, poorly fitted or top-dose-only effect, or another doubt; inactive means no such curve, though single readings can be large; an effect the other way counts as inactive or inconclusive.

SMILES	ALOX12 inh	RGS4 inhibitor	POLK inh	Apoferritin bind	Pol eta inh	APE1 inh	Pol beta inh	ERG-DNA inh	LDHA inh
CC1CCCCC1NC(=O)CCCn1c(=S)[nH]c2ccccc2c1=O (centres undefined)	-5%	33%	-3%	-14%	-2%	-26%	89%	-1%	-4
COc1cc(-c2cc(C(=O)NN3CCN(C)CC3)c3ccccc3n2)cc(OC)c1OC	-25%	.	.	-2%	.	7%	-2%	.	.
CCCOc1ccc(C(=O)N2CCN(c3ccc(N)cc3Cl)CC2)cc1	-23%	2%[11.4 µM]	1%	?	-13%	20%	7%	0%	2
CC(=O)c1cccc(N2C(=NC(=O)CCc3ccccc3)SC3CS(=O)(=O)CC32)c1 (centres undefined)	15%	4%[56.9 µM]	-17%	-12%	-11%	0%	14%	-7%	-4
O=C(Nc1ccccc1N1CCN(C(=O)c2ccccc2)CC1)c1ccc(Br)o1	?	-43%	6%	-7%	-17%	-4%	28%	3%	3
CC/C(=N\NC(N)=O)c1ccc(OC)c(OC)c1	61%[activator]	-9%	-6%	4%	-8%	-1%	9%	1%	-2
O=C(CN1C(=O)NC2(CCCC2)C1=O)OCCOc1ccc(Cl)cc1Cl	-19%	14%	-15%	.	-18%	4%	.	3%	-1
O=C1C2C3C=CC(O3)C2C(=O)N1Cc1ccncc1 (centres undefined)	-6%	-2%	-24%	.	-6%	.	.	.	-4
Cc1ccc(O)c(NC(=S)NC(=O)COc2ccc(Br)cc2)c1	-10%	3%	-38%	5%	-8%	-7%	14%	-6%	-7
COc1ccc(NCc2ccc([N+](=O)[O-])s2)cc1	?	12%	-27%	?	-7%	32µM*	22µM*	0%	25
COc1cccc(N2CCN(c3ccc4nnc(CCC(=O)Nc5cccc(C(C)=O)c5)n4n3)CC2)c1	-7%	-54%[56.9 µM]	-1%	-1%	-16%	27%	13%	-3%	-1
Cc1ccc(/C=C2/C(=O)c3ccc(C(=O)O)cc3C2=O)o1	?	?	5µM*	-6%	4µM*	8.9µM*	25µM*	62%[activator]	5
CCOc1ccc(S(=O)(=O)N(CC(=O)N2CCc3ccccc32)Cc2ccco2)cc1	-6%	-14%	-2%	105%[activator]	1%	-7%	28%	1%	-3
Cc1ccc(S(=O)(=O)N2CCC(=O)N(CCOCc3ccc(F)cc3)CC2)cc1	?	-5%	9%	0%	-16%	3%	4%	9%	5
Cc1cc(OCC(=O)Nc2nc3c(s2)CCCC3)cc(C)c1Cl	?	-39%	-7%	-15%	-1%	.	-3%	0%	-4
C/C(=N\NC(=O)C(O)c1ccccc1)c1ccc(Cl)cc1 (centres undefined)	10%	-12%	-6%	-12%	-11%	28%	1%	-5%	-10
COc1ccc(CN2CC(=O)N(c3ccccc3C)C2=S)cc1OC	0%	-11%	-20%	-6%	-17%	8%	6%	-3%	-6
CCOC(=O)c1cnn(-c2ncnc3c2cnn3C)c1N	4%	-1%	0%	4%	-21%	-2%	35%	0%	-6
CC(=O)Nc1ccc(S(=O)(=O)NCC2CCC(C(=O)NCCCN(C)Cc3ccccc3)CC2)cc1 (centres undefined)	6%	-12%	9%	7%	-5%	49%[activator]	15%	-5%	1
CCC(C)c1ccc(NC(=O)Nc2cccnc2)cc1 (centres undefined)	?	-16%	2%	?	-19%	38%	-20%	-2%	2
CN(C)S(=O)(=O)c1ccc(Cl)c(NC(=O)COC(=O)CCC(=O)c2cccs2)c1	25%	-1%[56.9 µM]	-12%	-13%	-12%	8%	-7%	-2%	-3
Cc1c(C(=O)N/N=C/C(C)C)[nH]c2c([N+](=O)[O-])cccc12	-2%	13%	-5%	2%	-5%	-8%	6%	8%	-3
O=C(CCCCn1c(=O)[nH]c2ccccc2c1=O)NCc1ccc2c(c1)OCO2	0%	-1%[11.4 µM]	-4%	-18%	-17%	?	85%	0%	-5
CCN1C(=O)CSC1=Nc1ccc(OC)cc1	30%	-2%	-6%	-11%	-14%	-2%	3%	7%	-6
Cc1ccc(S(=O)(=O)Nc2nc3ccccc3nc2NCc2ccco2)cc1C	0%	1%	-24%	-10%	1%	-6%	0%	-8%	-3

Carrying on:
SMILES	ALOX12 inh	RGS4 inhibitor	POLK inh	Apoferritin bind	Pol eta inh	APE1 inh	Pol beta inh	ERG-DNA inh	LDHA inh
COc1cc(NC(=S)NCCCO)c(OC)cc1Cl	-9%	-19%	7%	0%	-11%	-12%	2%	-7%	-2
COc1ccc(-c2ccc(N(C)C)cc2)cc1C1C2C=CCC(C)C2C(=O)N1Cc1ccccc1 (centres undefined)	.	-20%	6%	-4%	.	-4%	.	.	.
CCCNC(=O)N1CCN(S(=O)(=O)c2ccc(C)c(C)c2)CC1	6%	-7%	-2%	.	-17%	.	.	2%	-8
CC(CC(=O)O)CC(=O)NNC(=O)c1cccc(Br)c1 (centres undefined)	5%	6%	-4%	0%	-14%	1%	13%	1%	-10
NS(=O)(=O)c1ccc(N2CCOCC2)c(C(=O)NCc2ccc3c(c2)OCO3)c1	-19%	6%	1%	.	-11%	5%	.	-12%	0
CC(=O)c1ccc(NC(=O)CSC(=S)N2CCCC2)cc1	-11%	-7%	-6%	-15%	-2%	4%	0%	5%	-8
C[C@@H]1CN([C@@H](C)CO)C(=O)c2cc(NC(=O)CCC(F)(F)F)ccc2O[C@H]1CN(C)S(=O)(=O)c1ccc(Cl)cc1	-14%	-33%	-9%	.	-15%	10%	.	0%	-18
COc1ccc(Cl)cc1NC(=O)Cn1c(=O)n2nc(-c3ccccc3)nc2c2ccccc21	-14%	14%	-7%	-5%	-4%	.	16%	-1%	-5
C(#CCN1CCOCC1)CCCN1CCOCC1	-1%	-18%	6%	.	-17%	.	.	-7%	0
CCOc1ccc(NC(=O)c2cc3cc4cc(OC)ccc4nc3s2)cc1	-4%	6%	-29%	-2%	-16%	.	-2%	0%	-4
Cc1ccc(N(C(=O)Cc2cccs2)C2C=CS(=O)(=O)C2)cc1Cl (centres undefined)	-6%	-9%	?	-19%	-19%	-5%	0%	0%	-6
CCn1nnc2cc(C(=O)Nc3ccc(OC)cc3)ccc21	-4%	-1%	-12%	-5%	-6%	.	-21%	-1%	2
O=C1OC(c2ccccc2)=N/C1=C/c1cccc(OC(=O)c2cccs2)c1	0%	-17%	13%	.	-5%	.	.	-3%	2
Cn1cc(Cl)c(C(=O)Nc2cccc(Cl)c2Cl)n1	-27%	0%	3%	33%[activator]	-3%	-3%	?	.	-7
COc1cccc(NC(=S)NCCCN2CCOCC2)c1	?	5%	-8%	-2%	-25%	1%	19%	9%	-8
O=C(CCCN=C1NS(=O)(=O)c2ccccc21)OCC(=O)N1CCc2ccccc21	0%	-50%[56.9 µM]	-7%	?	1%	0%	17%	-6%	-4
O=C(Cc1ccc(S(=O)(=O)N2CCOCC2)s1)NCCc1ccc(F)cc1	2%	-27%	-9%	.	-17%	40%[activator]	.	9%	-2
CN(C)c1ccc(-c2nc(-c3ccco3)no2)cc1[N+](=O)[O-]	-10%	23%	-18%	-1%	-7%	.	1%	?	-8
COc1ccccc1-c1cc(C(F)(F)F)nc(N2CCOCC2)n1	?	-4%	-6%	1%	-16%	-3%	16%	1%	4
CCOc1ccc(N(CC(=O)N2CCOCC2)S(=O)(=O)c2ccc(SC)cc2)cc1	-15%	9%	1%	-10%	-5%	-3%	?	7%	-9
CCOCCc1nnc(NC(=O)C2CC(=O)N(c3ccc(OCC)cc3)C2)s1 (centres undefined)	2%	-8%	-3%	4%	1%	-8%	48%	-6%	-5
Cn1c(N)c(C(=O)COC(=O)c2ccc3c(c2)C(=O)N(c2ccc(Cl)cc2)C3=O)c(=O)n(C)c1=O	-16%	10%	0%	-5%	-15%	17%	-2%	0%	-8
COc1ccc(CN(C)C(=O)C(Cc2ccccc2)NC(=O)c2ccccc2)cc1F (centres undefined)	?	-25%	-17%	.	-16%	21%	.	-10%	-4
O=C(NNC(=O)c1cccs1)c1ccc(Cl)c(S(=O)(=O)N2CCCC2)c1	-36%	-1%	12%	.	-10%	14%	.	17%	0
CCN(Cc1ccccc1)S(=O)(=O)c1ccc(-c2coc(C)n2)cc1	?	-30%	-11%[60.1 µM]	228%[activator]	-9%	.	-22%	7%	0
CCOC(=O)c1c(C)[nH]c(C)c1C(=O)COc1ncnc2cc([N+](=O)[O-])ccc12	435%[activator]	-22%	1%	?	-6%	-5%	-18%	9%	2
CCN(CC)CCCNC(=O)CCc1c(C)nc2c(c1C)c(=O)n(C)c(=O)n2C	-5%	5%	3%	-5%	-19%	.	40%	5%	-3
COc1cccc(-c2nc(CS(=O)(=O)CC(=O)NCCCN3CCOCC3)c(C)o2)c1	-4%&3%	-5%	4%	6%	-12%	43%	23%	-3%	-4&10
COC(=O)CCNC(=O)N1CCN(c2nnc(C)c3c(C)n(-c4ccccc4)nc23)CC1	-11%	-16%	0%	-8%	.	.	15%	1%	-7
Cc1c(C(=O)O)c(=O)n(-c2ccccc2)n1-c1ccccc1	-21%	12%	-11%	-7%	-3%	1%	27%	-5%	3

This is a subset, so the mix of outcomes need not match the whole.
